PriA SSB inh = K. pneumoniae PriA-SSBct interaction inhibition; AlphaScreen SSBct-PriA binding, biotinylated peptide; inhibition, % at 33 µM; 430,000 tested, 0.6% active; AID 1272365; in the data active = inhibition mostly above about 37%, no sharp cut-off; inactive = mostly below about 20%;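 note: plate controls were negative control peptide for no effect and reference peptide for full effect; strong numbers were not always called active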
The depositor's hits bear a star; i = inactive; & = joins results of further samples.

SMILES	PriA SSB inh
COc1cccc(NC(=O)CSc2nnc(-c3ccc(=O)n(C)c3)n2C)c1	0
CCOC(=O)c1cnc2c(-c3ccccc3)c(C)[nH]n2c1=O	-16
O=S(=O)(CCc1ccccc1)NCCN1CCN(c2ccccc2F)CC1	-3
O=C(O)c1cc(Nc2nc(-c3ccccc3)c3cc(Br)ccc3n2)ccc1O	-20
O=C(Cn1c(C2CC2)nc2c(cnn2-c2ccccc2)c1=O)N1CCOCC1	-16
CC(C)c1ccc(/C=C(\C#N)C(=O)Nc2ccc(N3CCCCC3)cc2)cc1	30
Cn1cccc1-c1cc(C(=O)N/N=C/c2cccc(Br)c2)[nH]n1	47*
O=C(NCC(O)(c1cccs1)C1CC1)C(=O)Nc1cccc(C(F)(F)F)c1 (stereo not given)	-12
Cc1ccc(-c2cnoc2NC(=O)CSc2nc3c(c(=O)[nH]2)CCCC3)cc1	-4
COc1ccc(N=c2scc(-c3ccc(OC)c(OC)c3)n2CCO)cc1	60
COc1ccc(OC)c(/C=N/N=C(N)c2nonc2N)c1	i
Cc1ccc(NC(=O)CCC(=O)NN=Cc2coc3ccc(F)cc3c2=O)cc1	-3
COC(=O)c1ccc(C(=O)N2CCC(c3cccs3)CC2)cc1	-4
COc1ccc(-c2csc3ncnc(N4CCN(C(c5ccccc5)c5ccccc5)CC4)c23)cc1	7
COc1cc(NC(=O)CSc2ncc(-c3cccc(Cl)c3)o2)cc(OC)c1OC	-16
COc1ccc(Cc2nnc(SCC(=O)NCc3ccc(C)cc3)n2-n2cccc2)cc1	-2
COc1ccc(OC)c(C2C(=C(O)c3cnn(-c4ccccc4)c3C)C(=O)C(=O)N2CCN(C)C)c1 (stereo not given)	4
CCc1cccc2c1[nH]c1cc(N)ccc12	7
NCCn1cccn1	-3
CSc1cccc(NC(=O)C2CC(=O)N(c3ccccc3)C2)c1 (stereo not given)	-5
CC(C)Sc1ccc(CC(=O)NCc2cc(-c3ccccc3)on2)cc1	-8
Cc1nc(-c2ccc(F)cc2)sc1CCNC(=O)C1CC1	-12
CCN1C(=O)SC(Nc2ccc(OC)cc2)C1=O (stereo not given)	-2
CC(=NNS(=O)(=O)c1ccc(C)cc1)c1cccs1	-6
Cc1cnc(C(=O)Nc2nc(-c3ccccn3)cs2)cn1	120*
O=C(c1cccc(C(F)(F)F)c1)N1CCN(c2ccc(N3CCCCCC3)nn2)CC1	-2
CCOC(=O)c1scc(-c2ccc(C)cc2)c1S(=O)(=O)Nc1ccc(OC)c(Cl)c1	-8
C#CCn1c(=NC(=O)C2CCCCC2)sc2cc(Br)ccc21	-2
Cc1ccc(NC(=O)CCn2c(=O)sc3ccccc32)cc1Cl	-7
CSc1nnc(NC(=O)c2cccc3ccccc23)s1	-4
COc1ccccc1C1(CNS(=O)(=O)c2cccc3cccnc23)CCOCC1	2
Cc1ccc([C@H](CNC(=O)C(=O)Nc2ccccc2C#N)N2CCN(C)CC2)cc1	11
O=C(NCC(c1ccsc1)N1CCOCC1)c1c(F)cccc1F (stereo not given)	-6
O=C(NC(c1ccccc1)c1ccccc1)c1cc2ccccc2c(=O)s1	-15
COc1ccc2c(c1OC)C(=O)OC2CC(=NNC(N)=O)c1ccccc1 (stereo not given)	8
OC1(c2ccc3c(c2)OCCO3)CN(c2ccc(Br)cc2)C2=[N+]1CCCS2 (stereo not given)	5
CCOc1ccc(-c2ccc(=O)n(CCNC(=O)Nc3cc(Cl)ccc3OC)n2)cc1	-20
O=C(NN=Cc1ccc(N2CCOCC2)cc1)C1COc2ccccc2O1 (stereo not given)	-1
COc1ccc(C=NNc2nc(N3CCCCC3)nc(N3CCCCC3)n2)cc1[N+](=O)[O-]	24
Cc1cc(C)cc(Nc2nc(C)cc3nn(CC(=O)NCc4ccco4)c(=O)n23)c1	-18
Cc1cc(C)cc(C(=O)NN=Cc2ccoc2)c1	1
Cc1ccc(NC(=O)Cn2cnc3c(-c4ccccc4)csc3c2=O)cc1F	-15
C/C(N)=C(\C#N)C(=O)COC(=O)CC12CC3CC(CC(C3)C1)C2	-3
CC(=NNC(=O)CNc1cccc2ccccc12)c1ccccc1	1
COCCN1C(=O)C(=O)C(=C(O)c2ccc3c(c2)OCCO3)C1c1ccc(C(=O)OC)cc1 (stereo not given)	-4
Cn1c(C(F)(F)F)nn(CCNS(=O)(=O)c2ccc(Cl)s2)c1=O	-1
Cc1ccc(C(=O)Nc2ccc3c(c2)C(=O)NCCO3)cc1C	-13
O=C(NCc1cncc(-c2ccsc2)c1)c1nc2ccccc2s1	2
Cc1noc(C)c1CCC(=O)NCC1CCCCC1	-5
O=c1c2ccccc2nc(SCc2nc(-c3cccs3)no2)n1Cc1ccc(F)cc1	1
CCOCC(=O)NCCn1nc(C)cc1C	-16
Cc1ccc(O)c(C=NNC(=O)c2[nH]ncc2Br)c1	5
COc1ccc(OC)c(-c2ccc(=O)n(CCNC(=O)COc3ccc(C(=O)c4ccccc4)cc3)n2)c1	-1&3
O=C(Cn1cc(-c2nnc(-c3ccccc3)o2)c2ccccc21)NCCc1ccccc1	-8
O=C(CSc1nnc2n(C[C@H]3CCCO3)c(=O)c3sccc3n12)Nc1ccc(F)cc1Cl	8
O=c1ccc2cc(S(=O)(=O)NCCCn3ccnc3)ccc2o1	8
CC(C)(C)C(=O)Nc1nnc(SCC(=O)NCc2ccccc2Cl)s1	-6
CCSc1ccccc1C(=O)Nc1cnn(C2CCOC2)c1 (stereo not given)	3
CC(=NNS(=O)(=O)c1ccc(C)cc1)c1ccc(NC(=O)C(F)(F)F)cc1	4
COc1cccc(C(=O)N2CCN(c3ccc(Nc4ccccn4)nn3)CC2)c1OC	37

Among those listed so far, these have a CF3 group.
SMILES	PriA SSB inh
O=C(NCC(O)(c1cccs1)C1CC1)C(=O)Nc1cccc(C(F)(F)F)c1 (stereo not given)	-12
O=C(c1cccc(C(F)(F)F)c1)N1CCN(c2ccc(N3CCCCCC3)nn2)CC1	-2
Cn1c(C(F)(F)F)nn(CCNS(=O)(=O)c2ccc(Cl)s2)c1=O	-1
CC(=NNS(=O)(=O)c1ccc(C)cc1)c1ccc(NC(=O)C(F)(F)F)cc1	4

Carrying on.
SMILES	PriA SSB inh
Cc1ccccc1C=NNC(=O)c1csnn1	-14
O=c1ccc(-c2cccc3ccccc23)nn1Cc1c(F)cccc1Cl	-11
COc1nc2ccccc2nc1N1CCC(C(N)=O)CC1	11
COc1ccccc1CN1CCc2nc(SCC(=O)Nc3c(C)cc(C)cc3C)[nH]c(=O)c2C1	2
O=C(NCc1cc(-c2ccc3c(c2)OCCO3)on1)c1ccc(S(=O)(=O)N2CCOCC2)cc1	-10
COC(=O)C1=C(C)Nc2nc(SC)[nH]c(=O)c2C1c1ccc([N+](=O)[O-])cc1 (stereo not given)	5
O=C(C1CCC1)N(Cc1cccnc1)c1nc2ccc(Cl)cc2s1	11
CC(CCc1ccccc1)=NNC(=O)COc1ccccc1C	-24
CC(C)S(=O)(=O)c1cccc(C(=O)Nc2nc3c(s2)CN(Cc2ccccc2)CC3)c1	-16
O=C(C[C@@H]1C/C=C/CC[C@@H](Cc2ccc(F)cc2)C(=O)OC[C@@H]2CCCN2C1=O)NCCO	-16
CCS(=O)(=O)c1cccc(C(=O)Nc2sc3c(c2C(N)=O)CCCCC3)c1	-2
COc1ccc(F)cc1S(=O)(=O)N1CCCC(c2nnc(C)s2)C1 (stereo not given)	3
COCC(=O)NNC(=O)c1cccn(Cc2ccc(Cl)c(Cl)c2)c1=O	4
COc1ccc(Cl)cc1NC(=O)c1nnn(Cc2ccc(Cl)cc2)c1N	-1
Cc1nc2cc(NC(=O)C3CCCN(c4ccc(=O)n(C)n4)C3)ccc2s1 (stereo not given)	-2
CC(CCc1ccccc1)NC(=O)NC1CC(=O)N(c2ccc(F)cc2)C1 (stereo not given)	-9
CCN1CCc2nc(NC(=O)C3CCN(S(=O)(=O)c4ccc(Cl)s4)CC3)sc2C1	-3
Cc1ccc2c(c1)OCC(SCC(=O)Nc1cc(C(F)(F)F)ccc1Cl)=N2	-13
C[C@@H](c1ccccc1)N1COc2ccc3c(=O)c(-c4ccccc4)coc3c2C1	-16
COc1ccc2c(C(F)(F)F)cc(SCC(=O)NCc3cccc(C)c3)nc2c1	1&5
CCOc1c(C)cc(S(=O)(=O)Nc2ccc3c(c2)CCC(=O)N3C)cc1C	-6
CSc1ccc([C@@H](O)CNC(=O)c2ccc3c(c2)OCO3)cc1	0
COCc1ccc(C(=O)Nc2cc(C)nc3ccc(Br)cc23)o1	-7
O=C(Cn1nc(-c2cccs2)c2sc(N3CCCCC3)nc2c1=O)Nc1ccc2c(c1)OCO2	10
Cc1nc2ccc(-n3c(C)ccc3C)cc2s1	-6
COc1ccccc1-c1csc(NC(=O)c2ccccc2Cl)n1	-13
Cn1cccc1C(C#N)N1CCCCCC1 (stereo not given)	9
COCCNC(=O)c1c(NC(=O)c2ccc(OC)cc2)sc2ccccc2c1=O	5
O=C(c1c(F)cccc1Cl)N1CCN(CC(F)(F)F)CC1	19
CC1=NN(C2CCS(=O)(=O)C2)C(=O)C1(Sc1ccccc1)Sc1ccccc1 (stereo not given)	-2
CCOC(=O)NCc1cc(C2CC2)n(C)n1	-4
Cc1nsc(C(=O)N2CCN(c3ccc(C(F)(F)F)cn3)CC2)n1	-9
COCCN(Cc1ccoc1)S(=O)(=O)Cc1cccc(C)c1	-15
O=C(Cn1cc(C(F)(F)F)ccc1=O)NN=Cc1cccc(Cl)c1	5
CN(C)C(CNC(=O)Cc1ccc(-c2ccccc2)cc1)c1ccccc1 (stereo not given)	-3
CC(C)CS(=O)(=O)C1CCN(C(=O)c2cccc(Oc3ccc(F)cc3)c2)CC1	-1
CCOC(=O)N1CCc2c(sc(NC(=O)c3ccccc3I)c2C#N)C1	-2
COc1ccc2nc(-c3ccc(NC(=O)c4cc5ccccc5oc4=O)cc3)cn2n1	-12
COc1ncc(NC(=O)C(C)(C)Oc2ccc(Cl)cc2)cn1	3
O=S(=O)(c1ccc(F)cc1)N1CCN(c2cnccn2)CC1	-8
Cn1c(C=Nc2nc3ccccc3[nH]2)nc2ccccc21	32
COc1c2ccc(C(=O)N3CC(Oc4nccs4)C3)cc2nn1C	9
Cc1csc(NC(=O)CSc2nnc(NC(=O)c3cccc([N+](=O)[O-])c3)s2)n1	0
Cc1ccc(-n2cc(C(=O)NCC(C)C)nn2)cc1	-13
CCOc1ccc(C=NNc2ccccn2)cc1	-7
CN(C(=O)c1ccc(=O)n(Cc2cccc(F)c2)n1)C1CCCCC1	3
O=C(Cc1ccsc1)N1CCCC(Cc2nc(-c3cnccn3)no2)C1 (stereo not given)	-7
Cc1nn(C(C)(C)C)c(OC(=O)c2ccccc2Br)c1Sc1ccc(Cl)cc1	-13
Cc1ccsc1C=NNC(=O)CO	-5
O=C(c1ccc(OC(F)(F)F)cc1)N1CCC(Oc2cccnn2)CC1	-7
COc1ccc(C=NNC(=O)c2nc(-c3ccccc3)n(-c3ccccc3)n2)c(O)c1	-7
COc1ccccc1NC(=O)C(=O)NN=Cc1ccc([N+](=O)[O-])s1	-8
COc1ccc(-n2c(O)c(C=NNS(=O)(=O)c3ccc(C)c([N+](=O)[O-])c3)c3ccccc3c2=O)cc1OC	4
O=S(=O)(c1ccccc1Cl)N1CCC(n2ccnn2)CC1	-7
OC1CC2CCC(C1)N2c1nc2ccccc2o1 (stereo not given)	-5
Cc1cc(NC(=O)c2ccc(Cl)s2)n(C)n1	2
COc1ccc(C(=O)Nc2cc(C(=O)N3CCOCC3)cn(C)c2=O)c(OC)c1	1
Cc1csc(N=CN(C)C)c1C#N	-7
O=C(N/N=C/c1cc(Br)c(Br)o1)C1COc2ccccc2O1 (stereo not given)	i
Cc1cc2ccccc2n1CCNC(=O)C(C)(C)Oc1ccc(Cl)cc1	-11&12

Taken from above:
COc1c2ccc(C(=O)N3CC(Oc4nccs4)C3)cc2nn1C | PriA SSB inh = 9
O=C(c1ccc(OC(F)(F)F)cc1)N1CCC(Oc2cccnn2)CC1 | PriA SSB inh = -7

Part of the list above, reformatted:
O=C(Cc1ccsc1)N1CCCC(Cc2nc(-c3cnccn3)no2)C1 (stereo not given)
  PriA SSB inh: -7
Cc1nn(C(C)(C)C)c(OC(=O)c2ccccc2Br)c1Sc1ccc(Cl)cc1
  PriA SSB inh: -13
Cc1ccsc1C=NNC(=O)CO
  PriA SSB inh: -5
O=C(c1ccc(OC(F)(F)F)cc1)N1CCC(Oc2cccnn2)CC1
  PriA SSB inh: -7

Next part
SMILES	PriA SSB inh
CCOC(=O)Cn1c(C2CC(=O)N(c3cccc(Cl)c3)C2)nc2ccccc21 (stereo not given)	-14
Cc1cc(C(O)CCNC(=O)c2cc(-c3ccccc3)on2)c(C)o1 (stereo not given)	-27
O=C(NCCCn1nc(-c2ccc(Cl)cc2)ccc1=O)c1ccc(F)cc1F	-15
CCCN1CCCc2cc(CCNC(=O)COc3cccc(C)c3)ccc21	90*
Cc1ccc(NC(=O)Cn2c(C)cc(C)c(S(=O)(=O)c3ccccc3)c2=O)c(C)c1	-12

Bioassay records deposited in PubChem by Small Molecule Screening Facility, UW Madison.

These rows are one share of the data; rates above refer to the full screens.
